S1P3 antag = blocks the human S1P3 receptor; Q99500; CHO S1P3 NFAT-BLA reporter, FRET fluorescence, antagonist mode; inhibition, % at 4.98 µM; 0.27% of 170,000 active; AID 485;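 active means inhibition above the plate cutoff, the mean inhibition of test wells on that plate plus 3 SD, cut at about 28% in these data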;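 further: cells challenged with S1P at its EC80 of 0.8 µM; blue over green emission ratio from cleaved BLA substrate after 4 h stimulation; 0% = S1P-stimulated wells and 100% = unstimulated DMSO-only wells; some compounds past the cut are filed as inactive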
Target sequence (Q99500 whole entry, looked up): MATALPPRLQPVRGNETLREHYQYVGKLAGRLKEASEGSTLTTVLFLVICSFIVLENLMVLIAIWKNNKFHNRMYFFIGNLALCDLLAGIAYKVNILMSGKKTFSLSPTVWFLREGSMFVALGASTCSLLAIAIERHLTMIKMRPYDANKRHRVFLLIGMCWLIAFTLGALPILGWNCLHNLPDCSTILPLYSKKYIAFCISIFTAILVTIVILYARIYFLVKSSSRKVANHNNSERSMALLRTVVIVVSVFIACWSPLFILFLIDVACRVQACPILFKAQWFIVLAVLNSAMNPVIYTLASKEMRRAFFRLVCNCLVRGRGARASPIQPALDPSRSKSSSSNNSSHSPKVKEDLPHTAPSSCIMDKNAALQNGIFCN
Starred values were filed as active, the others as inactive. Not all compounds are listed (hit frequency here may not be typical).

S1P3 antag | SMILES
-0.5 | O=C(O)c1ccccc1N/N=C/c1c(Sc2nnnn2-c2ccccc2)nc2ccccn2c1=O
0.3 | COc1ccc(C(=O)N(C)C2CCN(C)CC2)cc1S(=O)(=O)Nc1cc(Cl)ccc1Cl
1.4 | CCN1CCN(C(=O)c2ccccc2N(Cc2ccccc2)S(=O)(=O)c2ccc(OC)cc2)CC1
6.3 | CC1CC=C(c2ccccc2)C(=S)N1 (stereo not drawn)
8.8 | N#Cc1ccc(C(=O)CSc2nnc(-c3ccc(C(F)(F)F)cn3)s2)cc1
4.6 | CCC(C)NC(=O)C1CCN(S(=O)(=O)c2cc([N+](=O)[O-])ccc2Cl)CC1 (stereo not drawn)
-0.1 | CCOc1ccc(-c2nnc3ccc(SCC(=O)N4CCN(c5ccccc5)CC4)nn23)cc1
7.7 | S=c1[nH]nc(Cn2cnc3ccccc32)n1-c1ccccc1Cl
-9.3 | CC(=O)Nc1ccc(Cc2ccc3[nH]c(=O)cc(C)c3c2)cc1
-6.6 | Cc1cccc(C2N=C(N)Nc3nc4ccccc4n32)c1 (stereo not drawn)
14.0 | O=c1cccccc1NN=C1CCCCC1
6.1 | CCOC(=O)C1=NN(c2ccc(OC)cc2)C2C(=O)N(c3ccccc3OC)C(=O)C12 (stereo not drawn)
6.1 | O=C(Nc1ccc(N2C(=O)C3C4C=CC(C4)C3C2=O)cc1)Nc1nncs1 (stereo not drawn)
-20.2 | CC(C(=O)Nc1ccccc1-c1ccccc1)N1CCN(C(=O)c2ccccc2)CC1 (stereo not drawn)
-8.7 | COc1ccccc1-c1ccc(/C=N/O)o1
-7.0 | CCOC(=O)C1CCN(c2c(Nc3cc(C)cc(C)c3)c(=O)c2=O)CC1
-9.7 | CCN(CC)S(=O)(=O)c1ccc(NC(=O)c2nc3nc(C)cc(C)n3n2)cc1
-9.3 | Cc1ccc2cc(CN(c3ccccc3)S(=O)(=O)c3ccccc3)c(=O)[nH]c2c1
3.2 | Nc1ncnc2nc(SCCC(=O)O)[nH]c12
-3.2 | O=C(NC(=O)N1CCN(C(c2ccccc2)c2ccccc2)CC1)c1ccccc1
-4.1 | O=C(O)COc1ccccc1/C=N/NC(=O)CN1CCN(Cc2ccc(Cl)cc2)CC1
-40.4 | Cc1ccc(C2/C(=C(\O)c3c(C)nc4ccccn34)C(=O)C(=O)N2CCCN(C)C)o1 (stereo not drawn)
2.0 | COc1ccc(-c2c(C#N)sc(C(N)=O)c2-c2ccc(OC)cc2)cc1
-4.8 | COc1ccc(NS(=O)(=O)c2cc(NC(=O)c3cccnc3Cl)ccc2N2CCCC2)cc1
-6.7 | CCN1CCCC1CN(Cc1cc2cc(C)cc(C)c2[nH]c1=O)C(=O)Nc1ccccc1OC (stereo not drawn)
0.8 | COc1cc(C(=O)NC(=S)Nc2csc(-c3ccc(F)cc3)n2)cc(OC)c1OC
-2.7 | CCn1c(C)nc2cc(C(=O)NNS(=O)(=O)c3cc(Br)ccc3Br)ccc21
-7.8 | COc1cc(/C=C/C(=O)OCC(=O)Nc2cc(C)c(C)cc2[N+](=O)[O-])ccc1O
-10.3 | CC1(C)NC(=O)N(Cc2cc(=O)n3ccsc3n2)C1=O
-4.5 | CCOC(=O)c1c(/N=C/c2ccc(OC)cc2O)sc2c1CCN(C)C2
-1.3 | Nc1cc2nc3ccccc3oc-2cc1=O
8.0 | O=C(O)c1cc(O)ccc1NC(=O)c1cccc2ccccc12
-13.6 | COc1ccc(OC)c(/C=C2\SC(=S)N(N3CCOCC3)C2=O)c1
-3.4 | COc1ccc(/C=C/C(=O)OCC(=O)c2ccc3c(c2)NC(=O)CO3)cc1
10.5 | CC(=O)c1ccc(NC(=O)C2(c3ccccc3)CC2(Cl)Cl)cc1 (stereo not drawn)
3.9 | O=[N+]([O-])c1ccc(OCC(O)CNC2CCCC2)cc1 (stereo not drawn)
-11.7 | Cc1ccc(NNC(=O)c2c(F)cccc2Cl)cc1Cl
-12.9 | Cc1ccc(Nc2nc(N)nc(CCl)n2)cc1
9.9 | Cc1cc(C)nc(-n2nc(C)cc2NC(=O)c2cccc(S(=O)(=O)N(C)C)c2)n1
2.3 | COc1ccc(C(=O)c2cnc[nH]2)cc1OC
-6.2 | CC(C)(CO)N1CCN(C(=S)Nc2ccccc2)CC1
-5.7 | COc1ccc(S(=O)(=O)N2CCc3ccccc32)cc1C(=O)Nc1cccnc1
-1.0 | COc1cc(C(C#N)N2CCC(c3ccccc3)=N2)ccc1O (stereo not drawn)
-17.1 | O=C(O)CCc1cccnc1
-2.8 | CC(=C/C(=O)O)/C(=C\c1ccc(Br)o1)C(=O)O
-4.0 | CCCN1C=CC(=CC=C(C#N)C#N)C=C1
18.6 | C/C(=N\NC(=O)c1ccc(N/N=C(\C)c2ccc(O)cc2)cc1)c1ccc(O)cc1
-18.7 | CCn1c(SCC(=O)Nc2ccc(OCc3ccccc3)cc2)nnc1-c1ccco1
-3.8 | C/C(N)=C(/C#N)C(=O)COC(=O)c1cccc(C)c1O
3.1 | Cc1c(C)c(C)c(C(=O)C2CCN(c3ccc([N+](=O)[O-])cn3)CC2)c(C)c1C
-1.2 | O=C(NNC(=O)c1cccc2ccccc12)c1ccc2c(c1)OCO2
-12.4 | COc1ccccc1NC(=O)COC(=O)c1c[nH]c(=O)[nH]c1=O
-2.9 | Nc1cc(=O)[nH]c(SCC(=O)Nc2ccc([N+](=O)[O-])cc2)n1
3.9 | O=C(/C=C/c1ccc(F)cc1)c1ccc(N2CCOCC2)cc1
7.6 | COc1cc(C(=O)NC(=S)Nc2cccc3nc(C)ccc23)cc(OC)c1OC
-9.9 | CC(C)Oc1ccccc1/C=N/NC(=O)c1ccccc1Cl
1.2 | COc1ccc(NC(=O)C2Cc3ccccc3C(=O)O2)cc1 (stereo not drawn)
-6.9 | O=c1[nH]c(CN2CCN(Cc3ccccc3)CC2)nc2scc(-c3ccccc3)c12
-28.1 | O=C(Nc1cc(Cl)ccc1N1CCOCC1)c1cccnc1Cl
4.9 | S=C(NCc1ccco1)Nc1ccc(Oc2ccc(Cl)cc2)cc1

Other compounds.
S1P3 antag | SMILES
-3.5 | CC1(C)CC(=O)C(N=Nc2cc(S(=O)(=O)N3CCOCC3)ccc2Cl)=C(O)C1
-10.3 | N#Cc1c2n(c3c(N)ncnc13)CCCCC2
-10.6 | CCN(CC)c1ccc(N2C(=O)/C(=C/c3ccccn3)SC2=S)cc1
-0.5 | NC(=Nc1ccc(N)cc1)C(N)=Nc1ccc(N)cc1
-9.1 | COCC(C)NS(=O)(=O)c1ccc(NC(=O)c2ccccn2)cc1 (stereo not drawn)
-21.3 | CC1CN(C(=O)/C(C#N)=C2\N=C(NC(=O)c3ccc(F)cc3)c3ccccc32)CC(C)O1 (stereo not drawn)
-6.5 | Nc1ncnc(Nc2ccccc2Cl)n1
-8.5 | N/C(CSc1ccc(Cl)cc1)=N\S(=O)(=O)c1ccc(Cl)cc1
-2.8 | C=CCN1C(=O)/C(=c2\sc3nc(=O)c(Cc4ccccc4Cl)nn3c2=O)c2ccccc21
0.2 | CCOC(=O)C1=C(Nc2ccc(OC)cc2)OCC1=O
0.0 | COC(=O)c1cc(NC(=O)c2ccco2)ccc1N1CCOCC1
-17.2 | CN(C)c1cc[n+](CC(=O)c2ccc(OC(F)F)cc2)cc1
-7.4 | COC(=O)c1cnc(N2CCCN(S(=O)(=O)c3ccccc3)CC2)nc1C(F)(F)F
-14.4 | CCc1ccc(C2CC(c3cccc(OC)c3)n3nc(N)nc3N2)cc1 (stereo not drawn)
-0.6 | Cc1ccc(N=C2NC(=O)/C(=C/c3cccn3C)S2)c(C)c1
-1.7 | O=S(=O)(NC1=NCCCCC1)c1ccccc1Cl
12.6 | Nc1cc2ccncc2c2ccccc12
14.4 | CCN(CC)S(=O)(=O)c1ccc(N2CCOCC2)c(NC(=O)CNCCc2ccccc2)c1
-10.1 | CCCCn1c(=O)c2c(c3ccccc31)OCC(=O)N2
20.1 | COc1ccc(CN2CSC(=S)N(Cc3ccc(OC)cc3)C2)cc1
-8.8 | C=CCNC(=O)c1cc2sccc2n1C
-2.0 | Clc1ccc(OCc2noc(-c3ccsc3)n2)c(Cl)c1
10.7 | CSc1c(-c2ccccn2)c(N)nn1C(=O)C1CC1
-7.3 | C=CCON/C(CCC)=C1\C(=O)CC(C)(C)CC1=NC
3.5 | C=CCN(CC(O)c1cccc([N+](=O)[O-])c1)C(C)CCc1ccccc1 (stereo not drawn)
4.8 | COc1ccc(CC(=O)NNc2ncnc3c2cnn3Cc2ccccc2)cc1OC
9.7 | Cc1noc(C)c1S(=O)(=O)Nc1cc(C(F)(F)F)ccc1N1CCOCC1
-8.8 | CSc1nn2c(C(F)(F)F)cc(C(F)(F)F)nc2c1C(N)=O
-9.2 | CCc1ccccc1NC(=O)N1CCc2ccccc21
-12.4 | C/C(=N\NC(=O)c1cc(-c2cccc([N+](=O)[O-])c2)n[nH]1)c1ccc(F)cc1
-1.4 | COc1ccc(C(=O)C2CCCN(Cc3ccc4nonc4c3)C2)c(C)c1 (stereo not drawn)
11.2 | O=C(CSC1CN(C(c2ccccc2)c2ccccc2)C1)N/N=C/c1ccc(Cl)cc1Cl
-6.7 | O=C1CCCCC1C(O)c1ccc(Cl)cc1 (stereo not drawn)
1.4 | Cc1cc(-c2nnc(SCC(=O)Nc3ccccc3Cl)n2C)no1
-9.6 | O=C(O)c1ccc(C(=O)C(=O)c2ccccc2)cc1
-5.0 | CC(=O)Nc1cccc(-n2nnc(SCC(=O)Nc3ccc(F)c(Cl)c3)n2)c1
3.8 | O=C(COc1ccccc1Cc1ccccc1)NCCCN1CCOCC1
-9.9 | O=C(Cc1ccc(O)cc1)NCCNC(=S)NCc1ccccc1
-10.6 | CN1CCN(NC(=O)c2ccc(S(=O)(=O)N3CC4(C)CC3CC(C)(C)C4)cc2)CC1 (stereo not drawn)
-2.0 | COc1ccccc1N(/N=C1\Sc2ccccc2C1=O)C(C)=O

Four compounds drawn at random from the list so far, as already listed:
S1P3 antag | SMILES
-6.7 | O=C1CCCCC1C(O)c1ccc(Cl)cc1 (stereo not drawn)
-9.9 | O=C(Cc1ccc(O)cc1)NCCNC(=S)NCc1ccccc1
-8.8 | CSc1nn2c(C(F)(F)F)cc(C(F)(F)F)nc2c1C(N)=O
-8.8 | C=CCNC(=O)c1cc2sccc2n1C

More structures follow.
S1P3 antag | SMILES
-6.8 | CCNC(=O)c1ccccc1-c1nc(-c2ccccc2)no1
5.9 | COc1ccc(NC(=S)N2CCN(c3ncccn3)CC2)c(OC)c1
-7.8 | COc1ccc(C/C(C)=N\NC(=O)c2cn(C)c3ccccc23)cc1OC
-4.2 | Cc1ccncc1C(N)=O
6.8 | CCOC(=O)Cc1csc(N/N=C/c2ccc(Cl)cc2)n1
-2.6 | Cc1ccccc1OCC(O)CN1CCN(c2ccc(Cl)cc2)CC1 (stereo not drawn)
6.3 | Cc1nc(-c2ccccc2)[nH]c(=O)c1Oc1ccc(Cl)cc1Cl
2.4 | COc1cc(-c2[nH]ncc2CN2CCSCC2)cc(OC)c1OC
-14.8 | CN(C)S(=O)(=O)c1ccc(C(=O)OCc2nnc(-c3ccccc3)o2)cc1
6.4 | NNC(=O)c1[nH]c2ccc(Br)cc2c1-c1ccccc1
-6.8 | CCc1ccccc1Cn1c(=O)oc2cccnc21
0.9 | Cn1nc(C(F)(F)F)c(-c2ccccc2)c1N
-5.5 | Cc1ccc(-c2cc(C(=O)Nc3ccc(S(=O)(=O)N4CC(C)OC(C)C4)cc3)[nH]n2)c(O)c1 (stereo not drawn)
-16.1 | COc1ccc(/C=N/Nc2ccccc2C(=O)O)cc1Cn1cc([N+](=O)[O-])cn1
-12.1 | CCCc1cc(=O)[nH]c(SCC(=O)Nc2ncc(S(=O)(=O)c3ccc([N+](=O)[O-])cc3)s2)n1
-12.3 | COc1ccc(OC)c(/C=C/C(=O)NCCc2nc3ccccc3[nH]2)c1
-3.8 | O=C(N=Nc1c(O)[nH]c2ccc([N+](=O)[O-])cc12)c1ccccc1[N+](=O)[O-]
-30.4 | CC(/C=N/n1c(-c2cc(C)[nH]n2)n[nH]c1=S)=C\c1ccco1
-27.4 | Cc1ccnc(NC(=O)CCC(=O)N(CC(=O)NC2CCCCC2)Cc2ccc3c(c2)OCO3)c1
-32.0 | CCOC(=O)c1c(-c2ccc(C)s2)csc1NC(=O)c1ccco1

Three structures already listed, ordered by SMILES length, high to low.
S1P3 antag | SMILES
-12.1 | CCCc1cc(=O)[nH]c(SCC(=O)Nc2ncc(S(=O)(=O)c3ccc([N+](=O)[O-])cc3)s2)n1
-9.6 | O=C(O)c1ccc(C(=O)C(=O)c2ccccc2)cc1
-1.3 | Nc1cc2nc3ccccc3oc-2cc1=O

3 of the entries above in order of their number in S1P3 antag, highest first:
| Compound | S1P3 antag |
| --- | --- |
| Cc1c(C)c(C)c(C(=O)C2CCN(c3ccc([N+](=O)[O-])cn3)CC2)c(C)c1C | 3.1 |
| Cc1ccc(NNC(=O)c2c(F)cccc2Cl)cc1Cl | -11.7 |
| CCCc1cc(=O)[nH]c(SCC(=O)Nc2ncc(S(=O)(=O)c3ccc([N+](=O)[O-])cc3)s2)n1 | -12.1 |

(next part)
S1P3 antag | SMILES
7.8 | OC1CCN(Cc2cccc3ccccc23)CC1
2.2 | COc1ccc(/C=N/NC(=O)CCn2nc(C)cc2C)cc1O
5.6 | FC(F)(F)c1cccc(NC(=S)Nc2cccc(NC(=S)Nc3cccc(C(F)(F)F)c3)n2)c1
-43.0 | N=c1c(C(=O)NCc2ccccc2)cc2c(=O)n3ccccc3nc2n1CCCN1CCOCC1
-3.7 | CCN(C(=O)CN1CCCc2ccccc21)c1c(N)n(Cc2ccccc2)c(=O)[nH]c1=O
5.0 | CCOC(=O)C(CCCCC(NC(C)=O)(C(=O)OCC)C(=O)OCC)(NC(C)=O)C(=O)OCC
12.0 | Cn1cc(/C=N/NC(N)=S)c2ccccc21
-24.5 | O=C1CC(N2CCSCC2)C(=O)N1c1ccc(Br)cc1 (stereo not drawn)
0.1 | CCC1=NN2C(=N)/C(=C/c3cc(C)n(-c4ccccc4)c3C)C(=O)N=C2S1
15.2 | O=C(O)CCCN1C(=O)C(=O)/C(=C(/O)c2ccc(Cl)cc2)C1c1ccccc1 (stereo not drawn)
-4.3 | COc1ccc(Oc2cccc(Cl)c2CNC(=O)CCCC(=O)O)cc1

Screening data from PubChem.
